NOD1 inhibition – inhibition of NOD1-driven NF-kB reporter – cell-based, luminescence, uHTS, primary screen (AID 1578) | one-dose inhibition, % at 4 µM; EC50 in µM for titrated hits | NOD1-driven NF-kB luciferase reporter cells, luminescence; higher % means a stronger effect | actives 1% (n = 290,000); in the data active means inhibition mostly above about 36%, no sharp cut-off; inactive means mostly below about 34%;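 further: HEK-293T reporter cells stimulated with the NOD1 agonist gamma-tri-DAP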
Rac1 GTP hydrolysis – MgcRacGAP GTPase-activating activity inhibitors, confirmation, biochemical, ADP Hunter fluorescence; MgcRacGAP-stimulated Rac1 GTP hydrolysis, ADP Hunter fluorescence; higher % means a stronger effect; GST-tagged Rac1 F28L mutant substrate; AID 624330; one-dose inhibition, % at 30 µM; IC50 in µM for titrated hits; actives 0.6% (n = 340,000);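 active means first-screen hits whose inhibition reached a set limit at any dose in the follow-up dose series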;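 further: fluorescence reports GDP produced by GAP-driven GTP hydrolysis; strong numbers were not always called active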
NTR1 ag – agonists of NTR1, primary screen, imaging, U2OS cells, beta-arrestin-GFP, high content (AID 493036) | activation, % at 20 µM | actives 0.17% (n = 330,000) | NTR1-U2OS beta-arrestin-GFP spot imaging, agonist mode;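 active means activation at or above 40% of the spot to cytoplasm intensity ratio, with at least 20 cells analyzed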;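 further: 0% = DMSO without peptide and 100% = 100 nM NTR1 peptide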
Target sequence (P30989 whole entry, looked up): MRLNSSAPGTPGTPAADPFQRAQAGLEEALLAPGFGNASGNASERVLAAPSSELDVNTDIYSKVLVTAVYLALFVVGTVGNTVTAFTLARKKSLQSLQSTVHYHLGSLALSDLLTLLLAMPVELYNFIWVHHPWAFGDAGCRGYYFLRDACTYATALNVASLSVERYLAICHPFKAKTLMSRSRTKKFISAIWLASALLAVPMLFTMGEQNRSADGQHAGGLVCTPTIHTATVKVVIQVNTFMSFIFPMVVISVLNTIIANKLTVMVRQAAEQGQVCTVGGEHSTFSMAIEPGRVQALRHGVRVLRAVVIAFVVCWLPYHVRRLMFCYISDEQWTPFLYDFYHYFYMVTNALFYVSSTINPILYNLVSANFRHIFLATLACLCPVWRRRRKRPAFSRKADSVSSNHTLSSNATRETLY
GPR55 beta-arrestin – selective activators of receptor GPR55 – imaging, U2OS cells, beta-arrestin-GFP redistribution, primary screen (AID 1961); activation, % at 10 µM; hits with a dose series show EC50 in µM; U2OS GPR55 beta-arrestin-GFP redistribution imaging; higher % means a stronger effect; actives 0.048% (n = 290,000);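 active means activation above 40% with more than 50 cells counted in the well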;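 further: U2OS osteosarcoma cells stably expressing GPR55 and beta-arrestin-GFP; plate controls were DMSO negative control for no effect and LPI positive control for full effect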
GPR35 arrestin U2OS – inhibition of zaprinast-stimulated GPR35 beta-arrestin translocation – imaging, U2OS, beta-arrestin-GFP, zaprinast agonist, primary screen (AID 2058). inhibition, % at 10 µM, or IC50 in µM where a hit was titrated. U2OS GPR35 beta-arrestin-GFP translocation imaging, zaprinast antagonism; higher % means a stronger effect. actives 0.052% (n = 290,000);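 active means inhibition of at least 50% with at least 30 cells and total cytoplasm GFP at most 10,000,000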
GPR55 antagonists – inhibition of LPI-stimulated GPR55 beta-arrestin translocation – imaging, U2OS, beta-arrestin-GFP, LPI agonist, primary screen (AID 2013); U2OS GPR55 beta-arrestin-GFP translocation imaging, LPI antagonism; higher % means a stronger effect; one-dose inhibition, % at 10 µM; IC50 in µM for titrated hits; actives 0.13% (n = 290,000);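 active means spots per cell inhibited over 60%, with over 100 cells counted and total cytoplasm intensity under 500,000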;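 further: U2OS cells stably carrying GPR55 and arrestin-GFP stimulated by 5 µM LPI near EC80; imaged beta-arrestin-GFP aggregate spots per cell after agonist stimulation; plate controls were LPI-stimulated DMSO wells for no effect and DMSO wells without LPI for full effect; some results filed as inactive read as strong as hits; confirmed hits need IC50 under 10 µM and bright autofluorescent wells are also inconclusive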
KOR beta-arrestin-1 – KOR agonists, beta-arrestin recruitment, primary screen, cell-based, luminescence, uHTS (AID 1777); KOR beta-arrestin recruitment, luminescence; higher % means a stronger effect; one-dose activation, % at 10 µM; EC50 in µM for titrated hits; actives 0.02% (n = 280,000); in the data active means activation above about 50%, passing the limit was not always enough; further: a part of the inactive calls stands beside numbers as strong as those of hits
KOR beta-arrestin-2 – KOR antagonists, beta-arrestin recruitment, cell-based, luminescence, uHTS (AID 1778). KOR beta-arrestin recruitment, luminescence, antagonist mode; higher % means a stronger effect. inhibition, % at 10 µM; hits with a dose series show IC50 in µM. actives 0.091% (n = 290,000); in the data active means inhibition above about 50%; further: strong numbers were not always called active
UTI89 phage lysis – inhibition of K1F phage lysis, E. coli UTI89, bacterial capsule biogenesis inhibitors, alamar blue (AID 488966); inhibition, % at 100 µM; hits with a dose series show IC50 in µM; actives 0.02% (n = 340,000); E. coli UTI89 K1F phage lysis, alamar blue, 2 h; higher % means a stronger effect;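 active means phage lysis inhibition, versus mean bacterial control, above a set limit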;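 further: capsule biogenesis inhibitors block K1F phage lysis so surviving cells raise fluorescence; higher fluorescence means more inhibition of phage lysis; actives were called in the ten point dose series up to 300 µM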
NTR1 ag cell count 20 µM – second read-out of NTR1 ag, no call of its own (marks repeat the call); cell count; measured here: cell count, cytotoxicity flag
The depositor's hits bear a star; x = not tested or not shown; [ ] = remark or other dose.

Below each compound: NOD1 inhibition | Rac1 GTP hydrolysis | NTR1 ag | NTR1 ag cell count 20 µM | GPR55 beta-arrestin | GPR35 arrestin U2OS | GPR55 antagonists | KOR beta-arrestin-1 | KOR beta-arrestin-2 | UTI89 phage lysis
O=C(COC(=O)c1ccccc1Nc1ccccc1)c1ccccc1
→ 2% | -3% | 4.8 | 40 | 0.0% | 6% | x | 0.4% | 24% | 1.6%
COc1ccccc1C(=O)Nc1ccc2c(c1)nc(CN1CCN(C(C)=O)CC1)n2C
→ -12% | 7% | -1.0 | 69 | -0.3% | 6% | 2% | -4.7% | -44% | 0.0%
COc1ccc(S(=O)(=O)N2CCC(N3CCN(Cc4ccccc4)CC3)CC2)cc1
→ -12% | 99µM* | -0.9 | 51 | -0.2% | 0% | 0% | 5.4% | -24% | -1.1%
CC(=O)Nc1ccc(-c2nnn(CC(=O)Nc3ccc4c(c3)OCO4)n2)cc1Cl
→ -21% | 1% | -0.2 | 37 | 0.2% | -2% | -2% | -0.9% | 1% | -0.2%
COc1cc(CN(C)Cc2ccccc2)cc(OC)c1O
→ -12% | 8% | -0.8 | 79 | -0.2% | 0% | 5% | -7.8% | -24% | -0.7%
COc1ccc(NC(=O)CSc2nc(N)c3cc4c(nc3n2)CCCC4)cc1
→ -61% | 20% | 2.4 | 60 | -0.1% | -8% | -3% | -0.3% | -3% | 1.6%[50 µM]
O=C1CN(C(=O)COC(=O)CNC(=O)c2ccc(Br)o2)c2ccccc2N1
→ -35% | 4% | 0.1 | 41 | -0.2% | 3% | 1% | 5.3% | -18% | -0.4%
CC1(C)C(=O)NCCN1C(=O)CC1C(=O)NCCN1CC(c1ccccc1)c1ccccc1 (stereo not drawn)
→ -31% | 4% | 0.7 | 48 | 0.0% | 8% | 7% | -0.4% | 0%[20 µM] | -0.5%
CN(Cc1ccccc1)C(=O)C1CCCN(Cc2ccc(Cl)cc2)C1 (stereo not drawn)
→ -5% | 160µM* | 2.5 | 33 | 0.0% | 4% | 0% | -2.8% | -8% | 0.3%
C=CCC1(N(C(C)=O)c2ccccc2)CCCCC1
→ -15% | 1% | 0.5 | 94 | -0.1% | -1% | 1% | x | 15%[20 µM] | 0.5%
O=C(NCCc1ccccc1Cl)C1CCC(=O)N(C2CCCCCC2)C1 (stereo not drawn)
→ -14% | 9% | -1.1 | 48 | 0.2% | 12% | -5% | 6.0% | -46% | 0.5%
CCOC(CNC(=O)CCc1c(C)nc2ncnn2c1C)OCC
→ 6% | 0% | -0.9 | 76 | 0.5% | 8% | -10% | 6.5% | -40% | 1.6%
Cc1ccc2[nH]nc(C(=O)N3CCCC(C(=O)c4ccc(Cl)cc4)C3)c2c1 (stereo not drawn)
→ 28% | 13% | 16 | 65 | 0.8% | -6% | 4% | -2.9% | -15% | -0.1%
CCOc1ccc(/C=N/N(C)c2ccccc2)cc1OC
→ -100% | 8% | 2.3 | 50 | -0.2% | 1% | 2% | -0.6% | -33% | 0.7%
CC(C)c1csc(CN2CCC(CCC(=O)NCC3CCCO3)CC2)n1 (stereo not drawn)
→ -10% | 2% | -0.7 | 55 | 0.3% | 7% | 1% | 3.7% | -13% | -0.1%
CC(C(=O)NCC1CCCCC1)N(C)CC(=O)Nc1ccc(N2CCOCC2)cc1 (stereo not drawn)
→ -18% | 9% | -1.3 | 43 | -0.3% | 10% | -2% | 8.1% | -20% | 0.2%
CC(=O)C1=C(C)NC(=O)NC1/C=C/c1ccccc1 (stereo not drawn)
→ -9% | 3% | 0.0 | 30 | 0.1% | -1% | -1% | -1.3% | 3% | -0.3%
O=C(CSc1nnc(CNC(=O)c2c(F)cccc2F)o1)NCc1ccccc1Cl
→ 6% | 2% | 0.2 | 68 | 0.0% | 8% | 9% | 4.0% | -17% | -0.2%
COc1ccccc1CCNC(=O)NC1CCCCC1
→ -28% | 3% | -0.4 | 79 | -0.3% | 8% | 6% | -1.1% | -17% | -0.2%
CCC(=O)n1nc(-c2ccc(OC)cc2)nc1SC
→ -52% | 10% | -1.1 | 49 | 0.0% | -1% | -7% | -1.8% | 0% | 0.5%
NC(=O)CC(NC(=O)c1ccccc1)c1ccc(NCc2ccccc2)c([N+](=O)[O-])c1 (stereo not drawn)
→ -3% | 8% | 0.7 | 57 | -0.1% | 14% | -4% | x | 23% | 0.0%
N#CCC(=O)N/N=C/c1ccc(N2N=C(c3ccccc3)CC2c2ccccc2)cc1 (stereo not drawn)
→ 14% | 10% | 1.3 | 54 | -0.3% | -22% | 35% | -3.9% | -35% | 0.0%
Cc1cc(C)c(C#N)c(SCC(=O)Nc2ccc(S(=O)(=O)Nc3ncccn3)cc2)n1
→ 5% | 3% | 1.5 | 62 | 0.2% | 6% | -4% | 0.5% | -5% | 0.7%[50 µM]
COc1ccc(N/C(N)=N/c2nc(CSc3nnc(C)s3)cc(=O)[nH]2)cc1
→ -16% | 10% | 0.8 | 48 | -0.1% | 0% | -9% | x | -49%[20 µM] | 2.1%
CC(C)CCn1cnc2c(cnn2-c2ccc(Cl)cc2)c1=O
→ -13% | 10% | 3.0 | 36 | 0.0% | -2% | 9% | -1.7% | 4% | 0.2%
O=C(Oc1ccccc1-c1nnco1)c1ccc(Cl)cc1
→ -6% | 14% | 1.5 | 42 | -0.1% | -12% | 6% | -3.4% | -2% | -0.3%
O=C(COC(=O)CNC(=O)c1ccccc1)Nc1ccccc1Cl
→ -19% | 4% | -0.3 | 39 | 0.2% | 11% | -2% | -4.8% | 9% | -0.3%
O=C(CSc1nnnn1-c1ccccc1F)Nc1nc2ccccc2s1
→ -3% | 1% | 1.1 | 50 | 0.6% | 3% | 4% | -0.6% | -45% | 1.8%
COc1ccc(NC(=S)N(CCc2c(C)[nH]c3ccc(C)cc23)Cc2ccco2)cc1
→ -29% | 13% | 3.7 | 52 | -0.3% | -14% | 8% | -0.3% | -35% | 0.3%
COc1ccccc1N1CCN(C(=O)COc2cc(C)cc3oc(=O)cc(C)c23)CC1
→ -8% | 12% | 1.1 | 44 | -0.1% | 6% | 10% | 0.3% | 6% | 0.0%
O=C(c1cccc(F)c1)N1CCN(c2ccc([N+](=O)[O-])c(N3CCCCC3)c2)CC1
→ 8% | 13% | -0.5 | 42 | 0.9% | -2% | 3% | 5.1% | 0% | 1.4%
c1cncc(-c2nnc3n2N=C(c2cccs2)CS3)c1
→ -10% | 7% | 3.0 | 63 | 0.1% | -12% | -4% | -1.3% | 5% | 0.4%
CCCCN(C)C(=O)c1nc2ccccn2c1CN1CCN(c2cnccn2)CC1
→ -11% | 1% | 0.1 | 89 | 0.1% | -2% | -4% | x | 8% | -0.1%
COc1ccc(Cl)cc1NC(=O)Cn1c(=O)n2nc(C)nc2c2ccccc21
→ -8% | 8% | 5.5 | 52 | -0.1% | -10% | 11% | 1.3% | -38% | 4.0%
COc1cc2[nH]c(=O)n(CCC(=O)NCc3cccnc3)c(=O)c2cc1OC
→ -17% | 6% | 0.9 | 88 | 0.3% | 7% | 10% | -2.8% | 23% | 0.4%
CC(OCC(O)CNCC1COc2ccccc2O1)c1ccc(Cl)cc1 (stereo not drawn)
→ -17% | 25% | -1.4 | 59 | 0.2% | 5% | 16% | -0.9% | 20% | 0.9%
O=C(NCCc1ccc2c(c1)OCCO2)c1ccc(F)cc1
→ -30% | 5% | -0.9 | 47 | 0.2% | -10% | -2% | 1.2% | -8% | 6.5%
Cc1nnc(NC(=O)c2ccc(S(=O)(=O)C(F)F)cc2)s1
→ -15% | 3% | 1.8 | 64 | 0.6% | 7% | 1% | 5.1% | 40% | 0.4%
S=C(Nc1ccc2nccnc2c1)N1CCOCC1
→ -18% | 3% | 1.8 | 56 | -0.2% | -1% | -3% | -4.2% | 13%[20 µM] | -0.8%
O=C(Nc1cccc2ccccc12)NC1CCS(=O)(=O)C1 (stereo not drawn)
→ -26% | 5% | -0.6 | 74 | -0.1% | 1% | 9% | -14% | -8%[20 µM] | -0.1%

Of the compounds above, these have a nitro group on carbon:
Below each compound: NOD1 inhibition | Rac1 GTP hydrolysis | NTR1 ag | NTR1 ag cell count 20 µM | GPR55 beta-arrestin | GPR35 arrestin U2OS | GPR55 antagonists | KOR beta-arrestin-1 | KOR beta-arrestin-2 | UTI89 phage lysis
NC(=O)CC(NC(=O)c1ccccc1)c1ccc(NCc2ccccc2)c([N+](=O)[O-])c1 (stereo not drawn)
→ -3% | 8% | 0.7 | 57 | -0.1% | 14% | -4% | x | 23% | 0.0%
O=C(c1cccc(F)c1)N1CCN(c2ccc([N+](=O)[O-])c(N3CCCCC3)c2)CC1
→ 8% | 13% | -0.5 | 42 | 0.9% | -2% | 3% | 5.1% | 0% | 1.4%

Later entries.
Below each compound: NOD1 inhibition | Rac1 GTP hydrolysis | NTR1 ag | NTR1 ag cell count 20 µM | GPR55 beta-arrestin | GPR35 arrestin U2OS | GPR55 antagonists | KOR beta-arrestin-1 | KOR beta-arrestin-2 | UTI89 phage lysis
CSc1nc2oc3c(c2c2nncn12)CC(C)(C)SC3
→ 5% | 9% | 3.2 | 59 | -0.2% | 17% | -6% | -4.8% | 16% | 0.2%
C=CCN1C(c2ccc(OCC)cc2)=CS/C1=C(\C#N)c1nnc2n1CCCCC2
→ 0% | 9% | 5.8 | 47 | 0.4% | -4% | -4% | -2.2% | 0% | 0.6%
O=C(Nc1ccc(Br)cc1)C1CCCN1S(=O)(=O)c1cccs1 (stereo not drawn)
→ 23% | 16% | 0.4 | 61 | -0.1% | -2% | -4% | -4.4% | 2% | -0.1%
O=S(=O)(NCc1ccc(Cl)cc1)c1cccc2cccnc12
→ -10% | -2% | -0.7 | 63 | 0.3% | -7% | -6% | 1.3% | -18% | 0.1%
CCC(=O)N1CCc2cc(Br)cc(S(=O)(=O)N3CCC(C(=O)NCCCOC(C)C)CC3)c21
→ 36% | 1% | 0.7 | 61 | -0.2% | 7% | 15% | 3.4% | -76% | -0.5%
CN1CCc2c(c3ccccc3n2C)C1
→ 0% | 6% | -1.1 | 92 | 0.0% | 11% | 12% | -2.9% | 26% | 0.1%
COc1ccc(C(=O)Nc2ccc(C)cn2)c(OC)c1
→ 66% | 5% | 0.4 | 70 | -0.1% | 16% | -4% | -0.5% | -19% | 0.5%
CC1=C(C(=O)Nc2ccc(CC(=O)NCc3ccc(OC(C)C)cc3)cc2)SCCO1
→ -62% | 0% | -0.6 | 60 | -0.1% | -5% | 0% | -2.1% | -42% | 0.2%
CSc1ncc(Cl)c(C(=O)Nc2sc3c(c2C(=O)NCc2ccco2)CCCC3)n1
→ -15% | x | x | x | -0.1% | 2% | 17% | -0.4% | 3% | x
Cc1ccccc1Nc1nc2nonc2nc1N1CCOCC1
→ -5% | 8% | x | x | 0.5% | -5% | 10% | 5.8% | 3% | 1.0%[50 µM]

High-throughput results deposited in PubChem BioAssay by several laboratories.

This is a subset, so the mix of outcomes need not match the whole.
